FUS yeast rescue: qHTS for Suppressors of FUS Proteinopathy: Primary screen using FUS-linked yeast assay. S. cerevisiae FUS-expressing, growth rescue, OD600, 24 h. Potency, µM (highest dose often 76.6 µM), without a hit: at the top dose growth rescue (activation), hits mostly activators. actives 0.24% (n = 390,000);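 note: potency is the fitted concentration of half-maximal effect; plate controls were DMSO vehicle for no effect and reference control for full effect; nearly all actives have a fitted effect of over 55% in size; some results filed as inactive show a strong effect at the top dose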
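Steps: raffinose overnight preculture; dilution to OD 0.005 in 2% galactose minimal medium; compound addition (concentration series); 24hr at 30C, 99% humidity; absorbance read at 600 nm.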
GLP-1R inv ag: qHTS of GLP-1 Receptor Inverse Agonists (Inhibition Mode) | Glucagon-like peptide 1 receptor (Homo sapiens), P43220 | AID 624417, 2012 | actives 1.6% (n = 410,000) | HEK293 GLP-1R CRE-luciferase, luminescence, 24 h; GLP-1R form is constitutively active | Potency, µM (series often up to 38.3 µM), without a hit: at the highest dose activity change, negative = inhibition, usual class: inhibitors; note: potency is the fitted concentration of half-maximal effect; % is set by controls: 0 for no effect and ±100 for the full control effect; nearly all actives have a fitted effect of over 55% in size
Target sequence (P43220 whole entry, looked up): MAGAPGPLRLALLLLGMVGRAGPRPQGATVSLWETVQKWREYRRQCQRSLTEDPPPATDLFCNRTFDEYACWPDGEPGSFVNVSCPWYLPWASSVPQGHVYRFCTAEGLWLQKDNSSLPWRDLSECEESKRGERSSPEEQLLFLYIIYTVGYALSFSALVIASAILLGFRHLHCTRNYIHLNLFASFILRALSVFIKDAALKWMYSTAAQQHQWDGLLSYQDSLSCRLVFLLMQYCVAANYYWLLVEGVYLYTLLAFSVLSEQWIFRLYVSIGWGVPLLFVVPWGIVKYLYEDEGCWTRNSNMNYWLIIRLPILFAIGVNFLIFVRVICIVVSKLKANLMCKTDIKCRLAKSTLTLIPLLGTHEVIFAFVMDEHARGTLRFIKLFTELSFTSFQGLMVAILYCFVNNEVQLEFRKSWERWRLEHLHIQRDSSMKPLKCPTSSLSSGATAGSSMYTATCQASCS
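Luminescence readout: a drop in cAMP-driven luciferase signal flags inverse agonism at a constitutively active GLP-1R stably expressed in HEK293. Compound exposure lasted 24 hr at 37 deg C, 5% CO2.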
Akt phos inh: HTS Assay for Inhibitors of Akt Phophorylation: Primary Screen | Neuro2A IGF-stimulated pAkt S473 HTRF, 20 min; hits give low values | activity change, % for hits at 50 µM | actives 0.32% (n = 360,000); in the data active = activity change below about -80%; inconclusive = mostly about -51% to -80%; note: % is set by controls: 0 for no effect and ±100 for the full control effect
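Neuro2A cells in DMEM with 0.5% FBS, overnight at 37 deg C, given compound at single 50 µM final, then IGF (6 nM final) for 20 min at 37 deg C. Lysed; phospho-Akt Ser473 by HTRF after 24 h, 665/615 ratio.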
DRD3 antagonist: qHTS of D3 Dopamine Receptor Antagonist: qHTS; D3R cells, DiscoveRx beta-arrestin luminescence, antagonist mode; hits give low values; actives 2.5% (n = 360,000); max response, negative = inhibition, %; D(3) dopamine receptor (Homo sapiens), P35462; AID 652054, 2013; in the data active = max response below about -50%; inconclusive = no clear call, values can overlap the other calls; note: % is set by controls: 0 for no effect and ±100 for the full control effect; mostly tested at two doses, the higher about 12 µM
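Cells plated overnight at 1500 cells/well, then exposed to library compounds with dopamine controls for 90 minutes at 37 degrees C. DiscoveRx reagent added for 30–60 minutes at room temperature; luminescence read, quantitative HTS format.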
PTHR1 agonist: qHTS for PTHR1 Agonists: Primary Screen | HEK293 GP2 PTHR1 cells, GloSensor cAMP luminescence, 1 h | actives 0.075% (n = 410,000) | Potency, µM (titrated, usually from 115 µM), inactives show at the highest dose activation, most hits filed as activators | Parathyroid hormone/parathyroid hormone-related peptide receptor (Homo sapiens), Q03431; note: potency is the fitted concentration of half-maximal effect; nearly all actives have a fitted effect of over 55% in size; some results filed as inactive show a strong effect at the top dose; inactives centre near -15; many of its hits are not listed in these tables
Target sequence (Q03431 whole entry, looked up): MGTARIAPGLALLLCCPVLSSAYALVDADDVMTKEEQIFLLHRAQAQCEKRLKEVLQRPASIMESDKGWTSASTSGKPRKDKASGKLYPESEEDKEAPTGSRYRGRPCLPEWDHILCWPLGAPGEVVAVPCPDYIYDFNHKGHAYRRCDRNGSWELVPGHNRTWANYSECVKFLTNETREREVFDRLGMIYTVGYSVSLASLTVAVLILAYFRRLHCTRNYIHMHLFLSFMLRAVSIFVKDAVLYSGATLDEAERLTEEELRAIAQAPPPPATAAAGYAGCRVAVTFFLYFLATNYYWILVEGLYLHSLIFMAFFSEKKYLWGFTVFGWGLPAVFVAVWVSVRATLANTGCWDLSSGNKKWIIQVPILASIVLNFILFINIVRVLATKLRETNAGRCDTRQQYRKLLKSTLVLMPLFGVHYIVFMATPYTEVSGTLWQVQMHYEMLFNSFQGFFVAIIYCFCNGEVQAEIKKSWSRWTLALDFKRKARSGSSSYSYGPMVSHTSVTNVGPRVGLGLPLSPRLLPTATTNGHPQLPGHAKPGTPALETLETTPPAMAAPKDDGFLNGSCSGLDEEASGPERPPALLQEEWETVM
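HEK-293-derived GP2 cells expressing PTHR1 and a GloSensor cAMP reporter, 3,000/well, plated overnight, given luciferin plus IBMX (each 0.5 mM as added) for 1 h at 37 °C, then compound for 1 h at 37 °C. Luminescence was read after 15 min at room temperature.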
Abeta yeast res: qHTS for compounds that reverse cellular toxicity of Amyloid beta (A-beta) peptide in yeast: Primary Screen; actives 0.063% (n = 410,000); Potency, µM (doses to about 46.1 µM), without a hit: at the top dose growth rescue, hits mostly activators; AID 1347071, 2019; yeast expressing A-beta42, growth rescue, OD600, 48 h; response scale: 0% DMSO, 100% iron-clioquinol control; note: potency is the fitted concentration of half-maximal effect; nearly all actives have a fitted effect of over 55% in size
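Growth rescue measured by 600 nm absorbance after 48 h yeast culture at 30 C with compound. Values normalized between DMSO and an equimolar ferric chloride plus clioquinol control.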
GLP1R ag: qHTS of GLP-1 Receptor Agonists; HEK293 GLP-1R CRE-luciferase, luminescence, 4-6 h; cells express a hypersensitive GLP-1R form; Potency, µM (titrated, usually from 45.6 µM), without a hit: at the top dose activation, usual class: activators; actives 0.007% (n = 380,000); AID 624172, 2012; note: potency is the fitted concentration of half-maximal effect; % of control where 0% means no effect
TDP-43 yeast inh: qHTS of TDP-43 Inhibitors; AID 652104, 2013; Potency, µM (highest dose often 46.1 µM), for the others: top-dose growth rescue (activation), usual class: activators; actives 1.8% (n = 410,000); TDP-43 expressing yeast growth rescue, BacTiter-Glo, 24 h; note: potency is the fitted concentration of half-maximal effect; % of control where 0% means no effect; nearly all actives have a fitted effect of over 50% in size
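Galactose-induced TDP-43 yeast, OD600=0.02, compound pinned; 24 hr, 30 deg C; BacTiter-Glo luminescence for growth. Inhibitors of TDP-43 toxicity read as activators.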
aSyn rescue: qHTS of alpha-syn Inhibitors; Yeast expressing alpha-synuclein, growth rescue, BacTiter-Glo, 24 h; Potency, µM (titrated, usually from 46.1 µM), inactives show top-dose growth rescue (activation), usual class: activators; actives 0.14% (n = 370,000); AID 652106, 2013; note: potency is the fitted concentration of half-maximal effect; % of control where 0% means no effect; nearly all actives have a fitted effect of over 65% in size
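Readout is rescue of growth in alpha-synuclein-expressing yeast, so inhibitors of toxicity appear as activators. Growth after 24 hr at 30 deg C in galactose medium is quantified by luminescence.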
Numbers without * were called inactive; i = inactive; ? = inconclusive; . = not tested or not shown; [ ] = another dose, or the depositor's remark. Unless noted, calls come from the whole dose curve; as a rule, active = well fitted curve in the direction sought with a large enough effect; inconclusive = small, poorly fitted or top-dose-only effect, or another doubt; inactive = no such curve, though single readings can be large; an effect the other way counts as inactive or inconclusive. A portion of the library. The share of hits here may be higher or lower than overall.

SMILES | Abeta yeast res | GLP-1R inv ag | DRD3 antagonist | FUS yeast rescue | GLP1R ag | PTHR1 agonist | TDP-43 yeast inh | Akt phos inh | aSyn rescue
CCN(C(=O)CCN1C(=O)/C(=C/c2ccccc2)SC1=S)C1CCS(=O)(=O)C1 (configuration not stated) | 8% | ? | -13 | 30% | -2% | -19% | -20% | i | 16%
Cc1ccc(NC(=O)CSc2ncc3ccccn23)cc1 | -9% | 10% | 14 | 0% | 1% | 12% | -10% | i | 8%
CCOC(=O)c1ccc(NC(=O)CCc2c(C)nc3c(c(C)nn3-c3ccccc3)c2C)cc1 | 6% | 7% | . | -20% | . | 0% | 24% | . | .
CCN1C(=O)C2C(c3cccc(F)c3)NC(CC)(C(=O)OC)C2C1=O (configuration not stated) | 2% | 2% | ? | 28% | 2% | i | -4% | i | -3%
Cc1cccc(Cn2c(=O)n(-c3ccccc3C)c(=O)c3c2c2cc(C)ccc2n3C)c1 | 4% | -38% | . | 6% | 1% | i | 22% | . | .
O=C(CN1CCN(c2ncccn2)CC1)N1CCCc2c1c(=O)oc1ccc(O)cc21 | 0% | 0% | -3 | 0% | 1% | -7% | 17% | i | -1%
COC(=O)c1nn(-c2ccccc2)c(-c2ccccc2)c1C(=O)c1ccccc1 | -7% | -11% | -3 | 15% | -5% | i | 9% | i | 0%
CC1CCCC=CC2CC(OC(=O)CN(C)C)CC2C(O)C=CC(=O)O1 (configuration not stated) | 1% | -62% | -5 | . | -11% | i | 10% | i | 1%
COc1ccc(-c2nc(C(=O)Nc3cccc(C(C)=O)c3)nn2-c2ccccc2Cl)cc1 | -33% | -26% | . | 30% | . | i | -2% | . | .
COc1ccc(N2CCN(C(CNC(=O)C(=O)NCCc3c[nH]c4ccccc34)c3ccco3)CC2)cc1 (configuration not stated) | 5% | -29% | 23 | 27% | 0% | -33%[inhibitor] | 8% | i | 3%
CCCC(=O)N1CCC1(C)C(=O)Nc1ccc2c(c1)CCN2C(C)=O (configuration not stated) | -7% | 1% | 6 | -9% | 1% | i | 0% | i | 3%
CN(Cc1ccc(Cl)cc1)C(=O)c1[nH]c(C(F)(F)F)nc1-c1ccccc1 | 15% | -11% | 17 | 9% | 9% | -19% | 13% | i | 3%
NC(=O)c1ccsc1NC(=O)c1cc(=O)c2ccccc2o1 | -27% | 22% | 17 | -11% | 5% | -7% | 12% | i | -3%
Cc1ccc2c(C)c(C(=O)N3CCC(N4CCC(C(=O)NC5CC5)CC4)CC3)oc2c1 | 2% | ? | 10 | 8% | 3% | i | -1% | i | 5%
Cc1ccccc1SCC(=O)Nc1cc(C(F)(F)F)ccc1N1CCOCC1 | 12% | ? | -3 | 20% | -1% | -26% | ? | i | 8%
CC1(C)COC(/C=C/c2ccc([N+](=O)[O-])cc2)=N1 | -36%[inhibitor] | ? | -16 | . | -14% | -27% | 0% | i | 10%
Cc1nc(C(=O)O)sc1C1(C)CC(c2cccc([N+](=O)[O-])c2)=NO1 (configuration not stated) | 4% | 32% | -4 | -16% | 20% | i | 20% | i | 1%
CCOCCCNC(=O)c1cccc(OC2CCN(S(C)(=O)=O)CC2)c1 | 9% | 14% | 11 | -15% | 12% | -23% | 24% | i | 2%
N#CCCn1nc(-c2ccccc2)cc1Nc1ccccc1NC(=O)C(F)(F)F | 7% | ? | -21 | . | 17% | -23% | 19% | i | -1%
COC(=O)C[C@H]1c2cc(F)ccc2S(=O)(=O)N1Cc1ccccc1 | -8% | -11% | 8 | -26% | 0% | i | 14% | i | -3%
CC(=O)NC(C1C(=O)CC(C)(C)CC1=O)(C(F)(F)F)C(F)(F)F | 1% | 4% | -18 | -3% | -9% | 0%[57.5 µM] | -15% | i | -3%
COc1cc(Cl)c(C)cc1NS(=O)(=O)c1c(C)nc2sccn2c1=O | 5% | 3% | . | -5% | . | i | 23% | . | .
COc1ccc2c(c1)CCc1c(C(=O)Nc3cc(C)ccc3O)noc1-2 | -29% | 1% | . | -12% | . | -15% | 13% | . | .
COc1ccc(CCNC(=O)CCc2cn(C)c3ccccc23)c(OC)c1 | 9% | ? | 1 | 12% | 19% | -1% | 8% | i | 18%
CCOC(=O)N1CCN(C(=O)Nc2ccc3nc(C)c(C)nc3c2)CC1 | 0% | 1% | 2 | -3% | 0% | -24%[57.5 µM] | 3% | i | 0%
Cn1c(=O)c2c(nc(NCCCN3CCOCC3)n2Cc2ccc(Cl)cc2)n(C)c1=O | -10% | 4% | -25 | 20% | 6% | i | -13% | i | -3%
CCCC(=O)OCc1cnc(C)c2oc(=O)c(C(=O)Nc3cccc(C(F)(F)F)c3)cc12 | -10% | 0% | . | 27% | -5% | -14% | -5% | . | 6%
Cc1ccc(NC(=S)NC(CO)C(O)c2ccc([N+](=O)[O-])cc2)cc1 (configuration not stated) | -8% | 0% | -13 | 12% | 1% | -2% | -19% | i | -2%
O=C(Cn1nc(-c2ccco2)ccc1=O)Nc1cc(C(F)(F)F)ccc1Cl | -11% | 16% | -2 | 11% | 15% | i | 17% | i | -10%
c1coc(CNc2nc(-c3cccs3)cs2)c1 | -4% | 17%[7.66 µM] | -6 | 19% | 4% | -30% | ? | i | -19%

Two entries from above, with each value named:
N#CCCn1nc(-c2ccccc2)cc1Nc1ccccc1NC(=O)C(F)(F)F
  Abeta yeast res: 7%; GLP-1R inv ag: ?; DRD3 antagonist: -21; FUS yeast rescue: .; GLP1R ag: 17%; PTHR1 agonist: -23%; TDP-43 yeast inh: 19%; Akt phos inh: i; aSyn rescue: -1%

COC(=O)C[C@H]1c2cc(F)ccc2S(=O)(=O)N1Cc1ccccc1
  Abeta yeast res: -8%; GLP-1R inv ag: -11%; DRD3 antagonist: 8; FUS yeast rescue: -26%; GLP1R ag: 0%; PTHR1 agonist: i; TDP-43 yeast inh: 14%; Akt phos inh: i; aSyn rescue: -3%

Next entries.
SMILES | Abeta yeast res | GLP-1R inv ag | DRD3 antagonist | FUS yeast rescue | GLP1R ag | PTHR1 agonist | TDP-43 yeast inh | Akt phos inh | aSyn rescue
COc1ccc(C(=O)CCC(=O)O)c(C)c1 | -1% | 0% | -9 | 18% | -3% | -4%[57.5 µM] | -18% | i | -10%
O=C(NCc1ccco1)c1cccc(S(=O)(=O)N2CCOCC2)c1 | 6% | 9% | -7 | 33% | -10% | -6%[57.5 µM] | -24% | i | 0%
CCOc1ccc(CN2CCNC(=O)C2CC(=O)NCCCOc2cccnc2)cc1 (configuration not stated) | 9% | -5% | ? | 4% | 13% | i | 7% | i | 12%
CS(=O)(=O)Nc1ccc(C(=O)Nc2cccc([N+](=O)[O-])c2)cc1 | -12% | ? | -14 | 16% | 15% | i | -12% | i | 0%
O=c1c(Cc2ccc(F)cc2)c(O)ccn1Cc1cccc(Cl)c1 | 17% | 7.9µM* | 35 | 23% | -10% | -18% | -6% | i | -11%
CC(=O)Nc1ccc(C23CC4CC(CC(C4)C2)C3)cc1 | 14% | 0% | 18 | -15% | 28% | -22% | 24% | i | -3%
CCOC(=O)c1ccc(NC(=S)N2CCC(O)CC2)cc1 | 5% | 3% | -9 | 12% | 4% | i | -1% | i | 1%
CC1CC2(CCCCC2)N2C(=O)C(=O)c3cccc1c32 (configuration not stated) | -4% | 0% | 21 | 2% | 9% | -20% | -13% | i | -26%
COCCNC(=O)C1(C)CCCN(Cc2cn(C)c3ccccc23)C1 (configuration not stated) | -11% | 3% | -10 | -20% | 7% | i | ? | i | -1%
COc1cccc2sc(N(CCN(C)C)C(=O)c3ccc(S(=O)(=O)N4CCCC4)cc3)nc12 | -8% | ? | -28 | 35% | 10% | i | 0% | i | 0%
S=c1[nH]nc(Cc2sc(-c3ccccc3)nc2-c2ccccc2)o1 | -94%[inhibitor] | ? | -67* | ? | -8% | -17% | 13µM* | i | -66%[inhibitor]
C[C@@H]1CN([C@@H](C)CO)C(=O)CCCn2nncc2CO[C@H]1CN(C)S(=O)(=O)c1ccc(Oc2ccccc2)nc1 | 17% | -2% | -8 | 12% | -3% | -19% | 1% | i | -7%
COCCNC(=O)C1(C)CCCN(C(=O)c2cccc(C(F)(F)F)c2)C1 (configuration not stated) | -1% | 11% | -21 | -10% | 0% | -14% | -3% | i | -5%
O=C(COc1ccc([N+](=O)[O-])cc1)Nc1cc(S(=O)(=O)N2CCCCC2)ccc1N1CCCCC1 | -17% | -11% | -14 | 23% | -30% | -21% | ? | i | -1%
O=C1/C(=C/C=C/c2ccccc2)Oc2c1ccc(O)c2CN1CCN(CCO)CC1 | 8% | 4% | -5 | ? | 27% | -17% | 13% | i | 5%
O=C(CCc1c[nH]c2ccccc12)N1CCN(S(=O)(=O)c2ccc(F)cc2)CC1 | 14% | ? | 10 | 12% | 0% | i | -12% | i | -1%
N#CCCn1c(SCC(=O)NCc2ccco2)nc2ccccc21 | 3% | 9% | -19 | -5% | -14% | i | 1% | i | -9%
COc1ccc(-c2nc3scc(CCNS(=O)(=O)c4ccc5c(c4)OCCO5)n3n2)cc1 | 1% | 16% | . | 14% | . | -32%[inhibitor] | 18% | . | .
CCOC(=O)N(NC(=O)C(O)(C(C)C)C(C)C)c1ccccc1 | 4% | 2% | -12 | -25% | -7% | -23% | -5% | i | -4%
Cn1nc(-c2ccccc2)c(/C=N/O)c1Cl | -14% | 37%[activator] | 0 | -36% | 14% | i | 0% | i | -1%
